High-throughput results from PubChem BioAssay.
Rab9 prom act: qHTS Assay for Rab9 Promoter Activators; Huh7 Rab9 promoter-luciferase reporter, luminescence, 24 h; actives 2.8% (n = 320,000); Potency, µM (doses to about 9.22 µM), without a hit: at the highest dose activation, negative = inhibition, hits mostly activators; note: % of control where 0% means no effect; nearly all actives have a fitted effect of over 60% in size
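Huh7 cells stably carrying a Rab9 promoter-luciferase reporter, 1500 cells per well in OP-MEM I with 10% FBS, treated with compound 24 hours at 37C. Luciferase activity read by luminescence after 10 minutes with Amplite reagent.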
BRCA1 expr up: qHTS Assay to Identify Small Molecule Activators of BRCA1 Expression; MCF7-BRCA1-FFLuc reporter, luminescence, 48 h; response scale: scaled: vehicle 0%, 10 µM genistein 100%; Potency, µM (series often up to 46.1 µM), for the others: at the highest dose activation, usual class: activators; actives 1.1% (n = 380,000); note: nearly all actives have a fitted effect of over 80% in size; some results filed as inactive show a strong effect at the top dose
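Reporter cells (MCF7, BRCA1 promoter-firefly luciferase) received library compounds across a concentration series for 48 h. End-point luminescence was measured and concentration-effect curves derived after normalization.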
Gal4-VP16 FLuc: VP16 counterscreen qHTS for inhibitors of ROR gamma transcriptional activity; Potency, µM (series often up to 53.6 µM), without a hit: top-dose activity, negative = inhibition, most hits filed as inhibitors; Drosophila S2 Gal4-VP16 UAS-luciferase, luminescence, 20 h; actives 3.5% (n = 310,000);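 note: Gal4-VP16 expression switched on by copper sulfate through the metallothionein promoter; % is set by controls: 0 for no effect and ±100 for the full control effect; nearly all actives have a fitted effect of over 50% in size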
CXXC DNA block: qHTS Fluorescence Polarization Assay for Inhibitors of MLL CXXC domain - DNA interaction; MLL-CXXC / FITC-HOXA9 DNA fluorescence polarization; AID 2662, 2010; Potency, µM (highest dose often 115 µM), without a hit: at the top dose activity change, negative = inhibition, hits mostly inhibitors; Histone-lysine N-methyltransferase 2A (Homo sapiens), Q03164; actives 0.037% (n = 290,000); active = well fitted inhibition curve with a large enough effect in the polarisation, with a control signal flat, not every such curve was filed as active; inconclusive = small, poorly fitted or top-dose-only effect, or effect the other way, or a change in a side signal; inactive = no such curve, though single readings can be large or run the other way; the % refers to the polarisation
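Purified MLL-CXXC (added from a 7 uM solution) was preincubated 5 min at ambient with pinned compounds in 50 mM Tris-HCl pH 7.5, 50 mM NaCl, 1 mM DTT, 0.05% BSA. Fluorescein-labeled HOX-A9 DNA (50 nM solution) followed, 30 min, then polarization read.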
RORg inh: qHTS for inhibitors of ROR gamma transcriptional activity. Nuclear receptor ROR-gamma (Mus musculus), P51450. Drosophila S2 Gal4-RORgamma UAS-luciferase reporter, 20 h. Potency, µM (highest dose often 53.6 µM), without a hit: at the top dose activity change, negative = inhibition, usual class: inhibitors. actives 5.4% (n = 310,000). AID 2551, 2010; note: % is set by controls: 0 for no effect and ±100 for the full control effect; nearly all actives have a fitted effect of over 60% in size
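Luminescence from a UAS-regulated Photinus luciferase reporter in stably transfected Drosophila Schneider cells is measured; decreased signal marks ROR gamma inhibition. Fusion expression is induced by 700 uM copper sulfate for 20 hr.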
MBNL1-CUG inh: qHTS Assay for Inhibitors of MBNL1-poly(CUG) RNA binding; Muscleblind-like protein 1 (Homo sapiens), Q9NR56; TR-FRET MBNL1-His/biotin-(CUG)12 binding, 665/545 ratio; Potency, µM (titrated, usually from 57.5 µM), for inactives: at the highest dose activity change, negative = inhibition, hits mostly inhibitors; actives 0.036% (n = 280,000); AID 2675, 2010; active = well fitted inhibition curve with a large enough effect in the signal ratio, with a control signal flat, not every such curve was filed as active; inconclusive = small, poorly fitted or top-dose-only effect, or effect the other way, or a change in a side signal; inactive = no such curve, though single readings can be large or run the other way; the % refers to the signal ratio; note: % is set by controls: 0 for no effect and ±100 for the full control effect
Target sequence (Q9NR56 whole entry, looked up): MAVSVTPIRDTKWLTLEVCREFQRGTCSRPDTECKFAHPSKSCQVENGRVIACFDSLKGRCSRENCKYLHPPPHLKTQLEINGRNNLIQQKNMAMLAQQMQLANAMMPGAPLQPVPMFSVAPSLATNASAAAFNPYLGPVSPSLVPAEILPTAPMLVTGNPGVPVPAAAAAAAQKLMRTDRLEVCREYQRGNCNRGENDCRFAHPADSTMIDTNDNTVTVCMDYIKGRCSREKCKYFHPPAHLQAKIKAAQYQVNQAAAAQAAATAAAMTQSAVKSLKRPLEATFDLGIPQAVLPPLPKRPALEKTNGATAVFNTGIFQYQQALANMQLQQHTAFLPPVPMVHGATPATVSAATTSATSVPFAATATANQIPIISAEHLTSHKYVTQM
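His-tagged MBNL1 binding to biotinylated (CUG)12 RNA was measured by TR-FRET using terbium anti-His antibody (0.055 ng/ul final) and streptavidin-XL665 (5 nM final). Compounds were titrated 92 nM to 58 uM; 60 min at room temperature.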
uPA surface inh: qHTS for Inhibitors of Cell Surface uPA Generation | cell surface uPA generation assay, qHTS | actives 0.31% (n = 330,000) | AID 540303, 2011 | Potency, µM (titrated, usually from 38.3 µM), for inactives: at the top dose activity change, negative = inhibition, hits mostly inhibitors; active = well fitted inhibition curve with a large enough effect; inconclusive = small, poorly fitted or top-dose-only effect; inactive = no such curve, though single readings can be large or run the other way; tested in mouse RAW 264.7 cells; note: % is set by controls: 0 for no effect and ±100 for the full control effect; nearly all actives have a fitted effect of over 55% in size
NPC1 promoter act: qHTS Assay for NPC1 Promoter Activators | actives 2.4% (n = 320,000) | AID 485313, 2010 | Potency, µM (top dose mostly 9.22 µM), for the others: at the highest dose activation, usual class: activators | Huh7 NPC1 promoter luciferase reporter, 24 h;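 note: % of control where 0% means no effect; nearly all actives have a fitted effect of over 60% in size; reporter is driven by a mutant NPC1 promoter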
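NPC1 promoter–luciferase Huh7 cells; 24 h compound; luminescence.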
ELG1 genotox: qHTS screen for small molecules that induce genotoxicity in human embryonic kidney (HEK293T) cells expressing luciferase-tagged ELG1. HEK293T ELG1-luciferase reporter, luminescence, 16 h. Potency, µM (highest dose often 46 µM), inactives show at the highest dose activity change, positive = activation, most hits filed as activators. actives 1.3% (n = 330,000). AID 504466, 2011; note: % of control where 0% means no effect; nearly all actives have a fitted effect of over 60% in size
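ELG1-luciferase HEK293T cells, 2,000/well; compound pinned in; 16 hr, 37 °C, 5% CO2; ONE-Glo, 30 min RT; luminescence on CCD imager.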
FLuc modulator: qHTS profiling assay for firefly luciferase inhibitor/activator using purifed enzyme and Km concentrations of substrates (counterscreen for miR-21 project) | purified FLuc, Km substrates, luminescence inhibition | Luciferin 4-monooxygenase (Photinus pyralis), P08659 | Potency, µM (series often up to 57.5 µM), for inactives: at the top dose activity change, negative = inhibition, actives largely listed as inhibitors | actives 6.9% (n = 360,000) | AID 588342, 2011;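 note: plate controls were vehicle for no effect and reference inhibitor for full effect; nearly all actives have a fitted effect of over 55% in size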
Target sequence (P08659 whole entry, looked up): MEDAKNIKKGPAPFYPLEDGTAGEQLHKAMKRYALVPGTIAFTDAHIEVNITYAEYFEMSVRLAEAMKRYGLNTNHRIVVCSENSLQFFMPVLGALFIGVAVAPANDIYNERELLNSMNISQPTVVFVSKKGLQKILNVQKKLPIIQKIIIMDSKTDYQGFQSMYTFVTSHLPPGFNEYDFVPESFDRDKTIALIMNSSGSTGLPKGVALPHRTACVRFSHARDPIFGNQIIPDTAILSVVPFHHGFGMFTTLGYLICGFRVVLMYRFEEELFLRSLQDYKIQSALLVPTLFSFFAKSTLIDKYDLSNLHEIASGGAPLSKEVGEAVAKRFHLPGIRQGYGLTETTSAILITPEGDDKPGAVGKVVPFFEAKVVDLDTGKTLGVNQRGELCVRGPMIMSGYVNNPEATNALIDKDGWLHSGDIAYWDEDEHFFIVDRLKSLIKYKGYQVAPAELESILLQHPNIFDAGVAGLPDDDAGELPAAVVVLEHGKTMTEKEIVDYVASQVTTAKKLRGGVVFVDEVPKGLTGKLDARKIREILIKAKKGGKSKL
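Purified P. pyralis luciferase (10nM final) with 10uM D-luciferin and 10uM ATP (Km levels) in 50mM Tris acetate pH 7.5, 10mM Mg acetate, 0.01% Tween-20, 0.05% BSA; qHTS 6-point titration, ~60 µM downward; luminescence read.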
p53 reactivation: qHTS assay for re-activators of p53 using a Luc reporter; H1299 p53-A138V BP100-luciferase reporter, luminescence, 24 h; Potency, µM (series often up to 92.2 µM), without a hit: top-dose activity change, positive = activation, hits mostly activators; actives 0.063% (n = 320,000); AID 504706, 2011; note: % of control where 0% means no effect; nearly all actives have a fitted effect of over 45% in size
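p53-null H1299 cells stably carrying temperature-sensitive p53-A138V and a BP100-luciferase reporter were pinned with compounds (4-point, 1:5 series) and held 24 hrs at 37 deg C. Luminescence was read 10 min after detection reagent.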
* hit, by the source's call; [ ] = remark or other dose. Unless noted, calls come from the whole dose curve; as a rule, active = well fitted curve in the direction sought with a large enough effect; inconclusive = small, poorly fitted or top-dose-only effect, or another doubt; inactive = no such curve, though single readings can be large; an effect the other way counts as inactive or inconclusive. Potency is the fitted concentration of half-maximal effect. This is a subset (hit frequency here may not be typical).

`CC(C)CCNC(=O)C1CCC(CNS(=O)(=O)c2ccc(Cl)cc2)CC1` (configuration not stated) gave Rab9 prom act -2%, BRCA1 expr up 13%, Gal4-VP16 FLuc -4%, CXXC DNA block 3%, RORg inh -7%, MBNL1-CUG inh -10%, uPA surface inh 1%, NPC1 promoter act -2%, ELG1 genotox -1%, FLuc modulator 0% and p53 reactivation 0%.
For C=CCOc1ccc(/C=C/C(=O)OCC(=O)NC2CCCCCC2)cc1 the results were Rab9 prom act 1%, BRCA1 expr up 18%, CXXC DNA block 0%, MBNL1-CUG inh 13%, uPA surface inh 0%, NPC1 promoter act 1%, ELG1 genotox 3% and FLuc modulator 0%.
CC(=O)NC(CCS(C)(=O)=O)C(=O)Nc1c(F)cccc1F (configuration not stated) was read as Rab9 prom act -2%, BRCA1 expr up -7%, Gal4-VP16 FLuc -4%, CXXC DNA block inconclusive, RORg inh -12%, MBNL1-CUG inh -8%, uPA surface inh 4%, NPC1 promoter act 1%, ELG1 genotox 0%, FLuc modulator 0% and p53 reactivation 3%.
For c1cncc(-c2cn(C[C@H]3CC[C@@H]([C@@H]4CC[C@H](Cn5cc(-c6cccnc6)nn5)O4)O3)nn2)c1 the results were Rab9 prom act 1%, BRCA1 expr up 3%, Gal4-VP16 FLuc -1%, CXXC DNA block 5%, RORg inh -1%, MBNL1-CUG inh 0%, uPA surface inh -5%, NPC1 promoter act 0%, ELG1 genotox 0% and FLuc modulator 0%.
O=C(C(O)c1ccccc1)N1N=C(c2ccccc2)CC1(O)C(F)(F)F (configuration not stated) was read as Rab9 prom act 8%, BRCA1 expr up -9%, Gal4-VP16 FLuc -2%, CXXC DNA block -1%, RORg inh 23%, MBNL1-CUG inh -2%, uPA surface inh 0%, NPC1 promoter act -4%, ELG1 genotox 0% and FLuc modulator -1%.
Screening CCN(CC)C(=O)CSc1nnc([C@H](Cc2c[nH]c3ccccc23)NC(=O)OC(C)(C)C)o1 returned Rab9 prom act 3%, BRCA1 expr up -23%, Gal4-VP16 FLuc 5%, CXXC DNA block -9%, RORg inh 26%, MBNL1-CUG inh -1%, uPA surface inh 0%, NPC1 promoter act 1%, ELG1 genotox 1%, FLuc modulator -9% and p53 reactivation -2%.
Cc1ccc(C(=O)c2ccccc2C(=O)O)s1 was read as Rab9 prom act 3%, BRCA1 expr up 29%, Gal4-VP16 FLuc -5%, CXXC DNA block 0%, RORg inh 2%, MBNL1-CUG inh 27%, uPA surface inh -1%, NPC1 promoter act 0%, ELG1 genotox 2%, FLuc modulator 0% and p53 reactivation 0%.
Screening Cc1c(NC(=O)Cn2nc(C(=O)O)c3ccccc3c2=O)c(=O)n(-c2ccccc2)n1C returned Rab9 prom act 2%, BRCA1 expr up 1%, Gal4-VP16 FLuc -1%, CXXC DNA block 5%, RORg inh 4%, MBNL1-CUG inh 10%, uPA surface inh -4%, NPC1 promoter act -1%, ELG1 genotox 2%, FLuc modulator 4% and p53 reactivation -4%.
CSCCC(NS(=O)(=O)c1ccccc1F)C(=O)Nc1ccncc1 (configuration not stated) was read as Rab9 prom act -5%, BRCA1 expr up -1%, uPA surface inh -18%, NPC1 promoter act 1%, ELG1 genotox 3%, FLuc modulator 7% and p53 reactivation -1%.
For Cn1nc(C(F)(F)F)cc1Oc1ncc(C(F)(F)F)cc1Cl the results were Rab9 prom act 3%, BRCA1 expr up -17%, Gal4-VP16 FLuc 8%, CXXC DNA block inconclusive, RORg inh 2%, MBNL1-CUG inh -2%, uPA surface inh 9%, NPC1 promoter act -2%, ELG1 genotox 5%, FLuc modulator 5% and p53 reactivation -4%.
`C#CCOC(=O)C[N+](C)(C)CC#Cc1ccccc1` gave Rab9 prom act -11%, BRCA1 expr up -3%, Gal4-VP16 FLuc 10%, CXXC DNA block 4%, RORg inh -8%, MBNL1-CUG inh -8%, uPA surface inh -2%, NPC1 promoter act -2%, ELG1 genotox -1%, FLuc modulator 0% and p53 reactivation 0%.
Screening CCCn1nc(NS(=O)(=O)c2cccc3nonc23)c2cc3cc(C)ccc3nc21 returned Rab9 prom act 8%, BRCA1 expr up 47%, Gal4-VP16 FLuc -7%, CXXC DNA block -1%, RORg inh 14%, MBNL1-CUG inh inconclusive, uPA surface inh -13%, NPC1 promoter act 18%, ELG1 genotox 12%, FLuc modulator 11µM* and p53 reactivation -3%.
`CCCn1c(C(C)Nc2nc(-c3ccc(OC)cc3)cs2)nc2ccccc21` (configuration not stated) gave Rab9 prom act 1%, BRCA1 expr up 0%, Gal4-VP16 FLuc inconclusive, CXXC DNA block 7%, RORg inh 7.9µM*, MBNL1-CUG inh 0%, uPA surface inh 4%, NPC1 promoter act 3%, ELG1 genotox -4%, FLuc modulator -1% and p53 reactivation 13%.
`CCOc1cc(-c2sc(Nc3cc(C)ccc3OC)n[n+]2-c2ccccc2)ccc1OC` gave Rab9 prom act 1%, BRCA1 expr up -6%, uPA surface inh -21%, NPC1 promoter act -3%, ELG1 genotox 9%, FLuc modulator 3% and p53 reactivation -4%.
N#CC1CN(Cc2ccccc2)CN(Cc2ccccc2)C1 was read as Rab9 prom act 0%, BRCA1 expr up -8%, Gal4-VP16 FLuc -8%, CXXC DNA block -4%, RORg inh 20%, MBNL1-CUG inh -13%, uPA surface inh -3%, NPC1 promoter act -1%, ELG1 genotox -5%, FLuc modulator -1% and p53 reactivation 4%.
`CCc1cc(C(=O)NCCN(C)C)cs1` gave Rab9 prom act -5%, BRCA1 expr up -1%, CXXC DNA block -2%, RORg inh -12%[0.365 µM], MBNL1-CUG inh 3%, NPC1 promoter act -2%, ELG1 genotox 15%, FLuc modulator 6% and p53 reactivation -3%.
Screening COc1ccc(C(=O)Nc2ccc(Cl)cc2C(=O)NCc2ccco2)cc1OC returned Rab9 prom act -4%, BRCA1 expr up -56%, Gal4-VP16 FLuc -15%, CXXC DNA block -1%, RORg inh 42%, MBNL1-CUG inh -4%, uPA surface inh -2%, NPC1 promoter act -4%, ELG1 genotox -9%, FLuc modulator -2% and p53 reactivation -9%.
For CN(NC(=O)COc1ccccc1)c1ccccc1 the results were Rab9 prom act -3%, BRCA1 expr up -19%, Gal4-VP16 FLuc -1%, CXXC DNA block 4%, RORg inh 15%, MBNL1-CUG inh -5%, uPA surface inh -2%, NPC1 promoter act -3%, ELG1 genotox 3%, FLuc modulator 8% and p53 reactivation -7%.
For COc1ccc(NC(=O)c2cnn(-c3ccccc3)c2C)cc1OC the results were Rab9 prom act inconclusive, BRCA1 expr up 4µM*, Gal4-VP16 FLuc 13%, CXXC DNA block -11%, RORg inh 44%, MBNL1-CUG inh 4%, uPA surface inh -3%, NPC1 promoter act 2.8µM*, ELG1 genotox inconclusive, FLuc modulator 11µM* and p53 reactivation inconclusive.
Cc1ccc(C)c(NC(=O)COC(=O)CNC(=O)C2CCCCC2)c1 was read as Rab9 prom act 1%, BRCA1 expr up -3%, uPA surface inh 3%, NPC1 promoter act 1%, ELG1 genotox 1% and p53 reactivation -3%.
Screening COc1ccc(C)cc1S(=O)(=O)N1CCC(C(=O)NCCc2ccccc2)CC1 returned Rab9 prom act -3%, BRCA1 expr up -5%, Gal4-VP16 FLuc -10%, CXXC DNA block -6%, RORg inh 30%, MBNL1-CUG inh -4%, uPA surface inh -2%, NPC1 promoter act 1%, ELG1 genotox 1%, FLuc modulator -4% and p53 reactivation 24%.
N=C1C(c2ccccc2)=C(O)CN1c1cccc(S(=O)(=O)N2CCOCC2)c1 was read as Rab9 prom act -3%, BRCA1 expr up 0%, Gal4-VP16 FLuc -4%, CXXC DNA block 4%, RORg inh 10%, MBNL1-CUG inh 3%, uPA surface inh 6%, NPC1 promoter act 0%, ELG1 genotox -4%, FLuc modulator 0% and p53 reactivation 4%.
COc1ccccc1CCCNC(=O)C1CCC(=O)N(CCN2CCOCC2)C1 (configuration not stated) was read as Rab9 prom act 0%, BRCA1 expr up 5%, Gal4-VP16 FLuc 5%, CXXC DNA block 9%, RORg inh 2%, MBNL1-CUG inh 5%, uPA surface inh 6%, NPC1 promoter act 2%, ELG1 genotox 0%, FLuc modulator 0% and p53 reactivation inconclusive.
For CN(C)c1nc(OCCOC(=O)c2ccccc2)nc(N(C)C)n1 the results were Rab9 prom act -3%, BRCA1 expr up -1%, Gal4-VP16 FLuc 4%, CXXC DNA block -4%, RORg inh 10%, MBNL1-CUG inh -4%, uPA surface inh 6%, NPC1 promoter act -2%, ELG1 genotox -3%, FLuc modulator 5% and p53 reactivation -2%.
